Assay outcomes: PubChem, Johns Hopkins Ion Channel Center
CHT PAM = allosterically activates the human high affinity choline transporter; Q9GZV3; CHT-expressing cells, membrane potential dye, choline EC20; active compounds read high; LV-AA mutant CHT in HEK293 cells; B-score at 10 µM; 0.49% of 310,000 active; AID 488977;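 active means initial fluorescence not abnormally high and integrated response B-score, plate-corrected, over 3 SD above library mean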
Target sequence (Q9GZV3 whole entry, looked up): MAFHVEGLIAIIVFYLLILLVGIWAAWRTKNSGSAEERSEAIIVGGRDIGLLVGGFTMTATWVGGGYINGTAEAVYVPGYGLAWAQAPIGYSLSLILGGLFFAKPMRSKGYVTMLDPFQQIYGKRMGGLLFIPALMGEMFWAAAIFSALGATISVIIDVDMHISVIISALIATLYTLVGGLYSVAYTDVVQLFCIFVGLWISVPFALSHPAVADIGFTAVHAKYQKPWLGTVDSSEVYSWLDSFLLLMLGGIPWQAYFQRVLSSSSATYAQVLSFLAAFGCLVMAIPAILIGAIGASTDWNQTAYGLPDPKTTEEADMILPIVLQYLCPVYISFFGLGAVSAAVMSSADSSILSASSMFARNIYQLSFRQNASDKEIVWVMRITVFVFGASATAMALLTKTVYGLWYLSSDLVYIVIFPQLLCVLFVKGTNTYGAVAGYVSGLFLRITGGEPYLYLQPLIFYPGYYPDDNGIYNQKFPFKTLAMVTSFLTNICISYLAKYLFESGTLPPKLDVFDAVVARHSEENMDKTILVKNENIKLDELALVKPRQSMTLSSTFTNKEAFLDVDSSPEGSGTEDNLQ
CHT block = inhibits the human high affinity choline transporter. Q9GZV3. B-score at 10 µM. 0.86% of 310,000 active. AID 488975. CHT-expressing cells, membrane potential dye, choline response; active compounds read low;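 active means B-score over 3 SD under the library average, and starting fluorescence ratio not unusually high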;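 further: choline stimulus applied at its EC90 after an EC20 pre-addition; B-score computed on integrated fluorescence ratio after choline addition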
Numbers without * were called inactive; i = inactive.

SMILES	CHT PAM	CHT block
CCC(C)Sc1ccc([C@H]2N[C@@](Cc3ccccc3)(C(=O)OC)[C@H]3C(=O)N(CC)C(=O)[C@@H]23)cc1 (some centres undefined)	i	i
CCN1CCCC(NC(=O)c2cc([N+](=O)[O-])ccc2OC)C1 (centres undefined)	7.3*	i
Oc1ccc(-c2[nH]ncc2-c2ccc(Br)cc2)c(O)c1	i	i
CN(C)CCCN(Cc1ccc2c(c1)OCO2)C(=O)NC1CCCCC1	i	i
O=C(NCCCN1CCOCC1)c1cc(-c2ccccc2)nc2ccccc12	i	i
COc1cccc(CN(C)C(=O)c2ccc(COc3ccc(Cl)cc3)cc2)c1OC	i	i
NC(=O)c1cc(S(=O)(=O)NCCCc2ccccc2)cs1	i	i
CCOc1ccccc1OCC(=O)NNC(=S)NC1CCCCC1	i	i
CC(C)CCNC(=O)CN(C(=O)CCC(=O)Nc1nccs1)C1CCCCC1	i	i
COc1ccc(C(CNC(=O)c2ccc(Br)o2)N2CCN(C)CC2)cc1 (centres undefined)	i	i
COc1ccc(C(=O)/C=C/C(=O)N(CC(=O)NC2CCCCC2)Cc2cccs2)c(O)c1	i	i
COc1ccc(CNC(=O)c2n[nH]c3ccccc23)cc1OC	i	i

Part of the list above, in markdown:
| Compound | CHT PAM | CHT block |
| --- | --- | --- |
| COc1ccc(C(CNC(=O)c2ccc(Br)o2)N2CCN(C)CC2)cc1 (centres undefined) | i | i |
| COc1ccc(C(=O)/C=C/C(=O)N(CC(=O)NC2CCCCC2)Cc2cccs2)c(O)c1 | i | i |
| COc1ccc(CNC(=O)c2n[nH]c3ccccc23)cc1OC | i | i |

More structures.
SMILES	CHT PAM	CHT block
O=c1[nH]c(/C=C\c2ccc(O)c(O)c2)nc(O)c1[N+](=O)[O-]	i	i
C=CCc1cc(/C=C/c2nc(O)c([N+](=O)[O-])c(=O)[nH]2)cc(OC)c1O	i	i
COc1cccc(NC(=O)c2cccnn2)c1	i	i
CC(=O)Nc1ccc(NC(=O)C23CC4CC(C2)CC(n2cnc(Br)n2)(C4)C3)cc1	i	i
O=C(Nc1ccccc1C(=O)N/N=C/c1ccncc1)c1ccccc1	i	i
CCOC(=O)C1(CCC(C)C)CC(CSc2nc3ccccc3[nH]2)OC1=O (centres undefined)	i	i
Cc1ccc2ncccc2c1NS(=O)(=O)c1ccccc1	i	i
O=c1oc2ccccc2c(Nc2cc3ccccc3cc2O)c1[N+](=O)[O-]	i	i
CC(=O)c1cccc(OCc2cc(C(=O)NC3CCN(Cc4ccccc4)CC3)no2)c1	i	i
Cc1ccc([N+](=O)[O-])cc1-c1[nH]c(-c2ccc(O)c(O)c2)nc1-c1ccccc1	i	i
O=C(Nc1ccccc1N1CCCCC1)c1ccc2nccnc2c1	i	i
CSCCC(NC(=O)c1ccccc1Br)C(=O)NCC(C)(C)N1CCOCC1 (centres undefined)	i	i
CCCn1c(O)c(N=N)c2ccccc21	i	i
Cc1ccc(NC(=O)Nc2cccc([N+](=O)[O-])c2)cc1F	i	i
CCC(C)(C)n1nnnc1C(c1ccncc1)N1CCC(Cc2ccccc2)CC1 (centres undefined)	i	i
CCCc1nc(SCC(=O)Nc2nnc(SCC)s2)c2c(=O)n(C)c(=O)n(C)c2n1	i	i
Cc1ccc(Nc2nc3ccccc3n3nnnc23)cc1	i	i
COC(=O)CSc1nnc(SCc2ccc(Cl)cc2)s1	i	i
Cc1ccc(NC(=O)C2CCN(C(=O)NC3CCCCC3)CC2)cc1	i	i
O=C(Nc1nnc(-c2cccc(F)c2)s1)Nc1ccccc1F	i	i
COCCC(=O)N1CCCC(CNS(=O)(=O)c2ccc(OC)cc2)C1 (centres undefined)	i	i
Cc1cc(=O)oc2cc(OCC(=O)N3CCN(c4ccc(F)cc4)CC3)ccc12	i	i
Cc1cc(=O)[nH]c(SCC(=O)Nc2cc(S(=O)(=O)N3CCCC3)ccc2Cl)n1	i	i
C=CCn1c(SCC(=O)Nc2c(C)n(C)n(-c3ccccc3)c2=O)nc2sc(C)c(-c3ccccc3)c2c1=O	i	i

7 neighbouring entries out of the list so far:
SMILES	CHT PAM	CHT block
CSCCC(NC(=O)c1ccccc1Br)C(=O)NCC(C)(C)N1CCOCC1 (centres undefined)	i	i
CCCn1c(O)c(N=N)c2ccccc21	i	i
Cc1ccc(NC(=O)Nc2cccc([N+](=O)[O-])c2)cc1F	i	i
CCC(C)(C)n1nnnc1C(c1ccncc1)N1CCC(Cc2ccccc2)CC1 (centres undefined)	i	i
CCCc1nc(SCC(=O)Nc2nnc(SCC)s2)c2c(=O)n(C)c(=O)n(C)c2n1	i	i
Cc1ccc(Nc2nc3ccccc3n3nnnc23)cc1	i	i
COC(=O)CSc1nnc(SCc2ccc(Cl)cc2)s1	i	i

Other compounds:
SMILES	CHT PAM	CHT block
O=c1cc(CSc2nnc(-c3ccco3)o2)c2ccccc2[nH]1	i	i
Cc1cccc(C)c1NC(=O)COc1ccc2c(C)c(Cc3ccccc3)c(=O)oc2c1	i	i
Cc1cccc(-n2nc3c(c2NC(=O)c2ccco2)CS(=O)C3)c1C (centres undefined)	i	i
O=C(NC1CCCCC1)c1cc(F)cc2c1OCOC2	i	i
CC(NC(=O)C(C)N1c2cccc3cccc(c23)S1(=O)=O)c1ccccc1 (centres undefined)	i	i
COc1cc2[nH]c(=O)n(CCCC(=O)NC3CCCCC3)c(=O)c2cc1OC	i	i
Cc1ccc(OC(=O)c2ccc(N3CCOCC3)c([N+](=O)[O-])c2)cc1	i	i
O=C(O)c1cccc(NC(=O)c2cccc(NC(=O)C3CCCO3)c2)c1 (centres undefined)	i	i
C/C(=N/Nc1ccc([N+](=O)[O-])cc1)c1ccc(C)cc1C	i	i
C/C=C/c1ccc(OCC(=O)Nc2ccncc2)c(OC)c1	i	i
Cc1cc(C)cc(NC(=O)CSc2nc3[nH]ncc3c(=O)[nH]2)c1	i	i
CCCOc1cccc(C2C(C(=O)c3ccc(C)o3)=C(O)C(=O)N2CCN2CCOCC2)c1 (centres undefined)	i	i
COC(=O)c1ccccc1NC(=O)CCNC(=O)Cn1cnc2ccccc2c1=O	i	i
CC(CNC(=O)c1ccc2c(c1)OCO2)c1ccc([N+](=O)[O-])cc1 (centres undefined)	i	i
CC1(C)CC(C(CCN(Cc2ccccc2)C(=O)c2ccco2)c2ccc(F)cc2)CCO1 (centres undefined)	9.7*	i
CC(=O)Nc1ccc(S(=O)(=O)N(CC(=O)O)Cc2ccccc2)cc1	i	i
O=C1Oc2ccccc2C(=O)/C1=C/c1ccccc1O	i	i
C=CCN(CC=C)S(=O)(=O)c1ccc(C(=O)Nc2nnc(COC)o2)cc1	i	i
COc1ccc(C=C2C(=O)OC(C)(C)OC2=O)cc1OC	i	i
CN(C(=O)CC1C(=O)NCCN1CC(c1ccccc1)c1ccccc1)C(C1CC1)C1CC1 (centres undefined)	i	i
CCOc1ccccc1NS(=O)(=O)c1ccc2c(c1)N(C)CCO2	i	i
CCOc1cc(C)c(Cl)cc1S(=O)(=O)NCC1CCCO1 (centres undefined)	i	i
O=C(O)c1cccn1Cc1ccccc1F	i	i
Cn1c(-c2ccc3nc(N)sc3c2)nc2cc(N)ccc21	i	i
O=c1c2ccccc2c2ccccc2c(=O)n1CC1CCCO1 (centres undefined)	i	i
COC(=O)c1cc(=O)nc2sc3cc(OC)ccc3n12	i	i
COCC(=O)Nc1nnc(-c2ccc(C(C)(C)C)cc2)s1	i	i
CNC(=O)CCc1[nH]c2ccccc2c1Sc1ccccc1	i	i
Cc1ccc(CN(C)C(=O)CCc2nc3sc4c(c3c(=O)[nH]2)CCCC4)o1	i	i
O=C(CN1CCc2ccccc21)NCc1ccccc1Cl	i	i
C/C(CC(=O)Nc1ccc(Cl)c(Cl)c1)=N\NC(N)=S	i	i
COc1ccccc1C(=O)N(Cc1cccs1)C1CCS(=O)(=O)C1 (centres undefined)	i	i
CCOC(=O)[C@H]1[C@H]2COc3ccc(Br)cc3[C@@H]2N2C(=O)c3cc(OC)c(OC)cc3NC(=O)[C@@]12C	i	i
CCOC(=O)c1ccc(NC(=O)C2C3CCCCC32)cc1 (centres undefined)	i	i
Cc1ccc(S(=O)(=O)[N-]c2nc3ccccc3nc2-n2cc[n+](CCC(C)C)c2)cc1	i	i
CC(C)N(C)CCOC(=O)C1COc2ccccc2O1 (centres undefined)	i	-6*
CC(C)[C@H](CN(N=O)[C@@H](Cc1ccccc1)CN(C)N=O)N(CCc1ccccc1)N=O	i	i
COc1ccc(OC)c(S(=O)(=O)N2CCC(C(=O)N(C)Cc3ccccc3)CC2)c1	i	i
CCO[C@H]1OC(C(=O)O)=C[C@@H](C(C)(C)C)[C@@H]1CCCO	i	i
COc1ccc(N2CCCC2)c(NC(=O)COc2ccccc2)c1	i	i
CCC(=O)Oc1ccc(C(CC)C(CC)c2ccc(OC(=O)CC)cc2)cc1 (centres undefined)	i	i
C=C(C)C(=O)N1CC2(CC(c3cccc(NC(=O)CC(c4ccccc4)c4ccccc4)c3)=NO2)C[C@H]1C(N)=O (some centres undefined)	i	i
CCCSc1nnc2n(-c3ccccc3OC)c(=O)c3c4c(sc3n12)CCC4	i	i
COc1cc(C(CC(=O)N2CCCC2)c2c(OC)cc(OC)c3ccc(=O)oc23)cc(OC)c1OC (centres undefined)	i	i
Cc1cc(CN2CCCC(CO)(Cc3cccc(Cl)c3)C2)n[nH]1 (centres undefined)	i	i
COc1ccc(CN2CC(=O)N(c3ccc(C)cc3C)C2=S)cc1OC	i	i
COc1ccc(S(=O)(=O)N2CCCC(C(=O)NCc3ccccn3)C2)cc1 (centres undefined)	i	i
COc1ccc(C(C)=O)cc1CC(=O)NC1CCCCCC1	i	i
COc1ccc(/C=C/C(=O)NC(=S)NNC(=O)Cc2cccs2)cc1OC	i	i
COc1ccc(-c2ccnc(-c3ccc(OCCCF)cc3)n2)cc1	i	i
Cc1nc2ccc(NC(=O)C3COc4ccccc4O3)cc2s1 (centres undefined)	i	i
Nc1nc2n(n1)C(c1ccccc1Cl)CC(c1ccc(F)cc1)N2 (centres undefined)	i	i
Cc1ccc(/C=C/C(=O)Nc2nc3ccccc3[nH]2)cc1	i	i
C/C(=N\NC(=O)C1CC1)c1ccc(C)cc1C	i	i
Cc1nnc(SCC(=O)N2CCN(Cc3ccccc3)CC2)s1	i	i
COc1cccc(NC(=O)CNC(=O)c2ccc(OC)c(OC)c2)c1	i	i
CC1=NN(c2ccccc2)C(=O)/C1=C\c1ccc(Oc2ccc([N+](=O)[O-])cc2[N+](=O)[O-])cc1	i	i
CC[C@H]1c2[nH]c3ccccc3c2C[C@@H]2C(=O)N(c3ccc(F)cc3)C(=O)N21	i	i
Cc1cc(C)c(NC(=O)CSc2nnc(CNC(=O)c3ccco3)o2)c(C)c1	i	i
N#Cc1cc(N2CCOCC2)nc2ccccc12	i	i

(more compounds)
SMILES	CHT PAM	CHT block
CCC1Nc2ncnc(N3CCN(c4ccccc4)CC3)c2N(Cc2ccc(Br)cc2)C1=O (centres undefined)	i	i
CCN(C(=O)CN1CCN(c2ccccc2F)CC1)c1c(N)n(Cc2ccccc2)c(=O)[nH]c1=O	i	i
Oc1ccc(N=Nc2n[nH]c(-c3ccc(Br)cc3)n2)cc1	i	i
O=C(NNC1CC(=O)N(c2ccc3c(c2)OCCO3)C1=O)c1ccc(Cl)cc1 (centres undefined)	i	i
CCC(C)(C(=O)NC1CCCC1)N(Cc1cccs1)C(=O)c1ccc2c(c1)OCO2 (centres undefined)	i	i
O=C(COS(=O)c1ccccc1)Nc1cc(Cl)ccc1N1CCOCC1 (centres undefined)	i	i
CCC(C)Sc1nc2c(cnn2-c2ccccc2)c(=O)[nH]1 (centres undefined)	i	i
CC(C)C(CCNC1CCN(C)CC1)c1ccc(Cl)cc1 (centres undefined)	i	i
Cc1ccc(C)n1-c1c(C(=O)NN)cnn1-c1ccccc1	i	i
COc1ccccc1N1CCN(Cc2cc(OC)c3c(c2)OCO3)CC1	i	i
Cc1cccc(NC2=NC3(CCCCC3)N=C(N)N2)c1C	i	i
O=C(NC1(C(F)(F)F)NC(=O)N(C2CCCC2)C1=O)C1CC1 (centres undefined)	i	i

Whole records as entered above. Screens in order: CHT PAM	CHT block
COc1ccccc1N1CCN(Cc2cc(OC)c3c(c2)OCO3)CC1 reads i	i
CCC(C)Sc1nc2c(cnn2-c2ccccc2)c(=O)[nH]1 (centres undefined) reads i	i
O=C(COS(=O)c1ccccc1)Nc1cc(Cl)ccc1N1CCOCC1 (centres undefined) reads i	i

Carrying on:
SMILES	CHT PAM	CHT block
N#C/C(=C\c1ccc(-c2ccc(C(=O)O)cc2)o1)C(=O)NCC1CCCO1 (centres undefined)	i	i
NC(=O)C1CCCN(C(=O)CCCNC(=O)c2ccc(Cl)cc2)C1 (centres undefined)	i	i
Cc1ccc2[nH]c(=O)c(N3CCOCC3)c(-c3ccccc3)c2c1	i	i
CCOc1cc(/C=N\NC(=O)CC(=O)NCCc2ccccc2)ccc1O	i	i
Cc1ccc(C)c(OCc2cc(C(=O)N(C)Cc3ccccn3)no2)c1	i	i
COc1cccc(C(=O)/C=C/c2ccc(OCC#N)c(OC)c2)c1	i	i
O=C(O)CSc1nc2c(cnn2-c2ccccc2)c(=O)n1-c1ccc(Br)cc1	i	i
Cn1c(C(=O)NCCN2CCOCC2)cc2c(=O)n(C)c3ccccc3c21	i	i
Cc1ccc(C(=O)NCCNC(=O)c2ccco2)cc1C	i	i
CO/N=C\CC(=O)Nc1ccc(Cl)cc1Cl	i	i
COC(=O)c1cc(NS(=O)(=O)c2ccc(NCc3cccnc3)c([N+](=O)[O-])c2)cc(C(=O)OC)c1	i	i
Cc1ccc(NCC(O)Cn2cnc3c2c(=O)n(C)c(=O)n3C)cc1 (centres undefined)	i	i
C=C1CCN([C@H](C(=O)NCc2ccc(Cl)cc2)C(C)C)S(=O)(=O)c2ccccc21	i	i
CC1(C)Cc2nc(-c3ccccc3)nc(NNC(=O)c3ccco3)c2CO1	i	i

Grouped by structure: those above with a tert-butyl group (2)
SMILES	CHT PAM	CHT block
COCC(=O)Nc1nnc(-c2ccc(C(C)(C)C)cc2)s1	i	i
CCO[C@H]1OC(C(=O)O)=C[C@@H](C(C)(C)C)[C@@H]1CCCO	i	i
